Compound activity: PubChem BioAssay, Broad Institute
IDH1 mut inh: inhibitors of IDH1 R132H reductase, primary screen, biochemical, plate reader, single point; diaphorase/resazurin fluorescence, 60 min; 70,000 compounds, 0.18% hits; inhibition, % at 10 µM; AID 624101, 2012; in the data active = inhibition above about 34%;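 also: 0% = DMSO and 100% = no enzyme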
Target sequence (O75874 whole entry R132H): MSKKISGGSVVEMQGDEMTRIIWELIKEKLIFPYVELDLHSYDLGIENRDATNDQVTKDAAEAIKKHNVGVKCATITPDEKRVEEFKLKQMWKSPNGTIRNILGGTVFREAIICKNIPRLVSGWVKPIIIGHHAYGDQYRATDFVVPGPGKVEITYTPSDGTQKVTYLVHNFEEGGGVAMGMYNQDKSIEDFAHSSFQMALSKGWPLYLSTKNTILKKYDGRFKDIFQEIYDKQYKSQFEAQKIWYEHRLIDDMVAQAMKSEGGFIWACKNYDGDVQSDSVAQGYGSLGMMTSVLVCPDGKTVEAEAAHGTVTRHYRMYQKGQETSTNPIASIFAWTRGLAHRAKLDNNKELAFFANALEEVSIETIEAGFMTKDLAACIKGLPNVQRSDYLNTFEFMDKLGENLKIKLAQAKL
PRC2 inh: EZH2/PRC2 methyltransferase inhibitors, primary screen, biochemical, DELFIA time-resolved fluorescence, single point; Histone-lysine N-methyltransferase EZH2 (Homo sapiens), Q15910; PRC2 H3K27 methylation, DELFIA TRF, 1 h; inhibition, % at 12.5 µM; 57,000 compounds, 0.35% hits; AID 651548, 2012;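 active = mean inhibition of replicates at least 50% and every single replicate also reaching 50%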;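 also: dimethyl H3K27 on biotinylated H3 21-44 peptide detected by antibody; plate controls were median neutral control wells for no effect and median positive control wells for full effect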
Starred values were filed as active, the others as inactive; x = not tested or not shown. A portion of the library; count on the stated rates, not on these rows.

molecule	IDH1 mut inh	PRC2 inh
CC(C)NC(=O)N(C)C[C@H]1Oc2ccc(NC(=O)Cc3ccccc3)cc2C(=O)N([C@H](C)CO)C[C@H]1C	-1.9	x
C[C@@H]1CN([C@@H](C)CO)C(=O)c2cccc(NC(=O)Nc3ccc4c(c3)OCO4)c2O[C@@H]1CN(C)Cc1ccc(-c2ccccc2)cc1	1.0	x
C[C@@H]1CN([C@H](C)CO)C(=O)c2cc(NC(=O)Cc3cn(C)c4ccccc34)ccc2O[C@H]1CN(C)Cc1ccc(C(=O)O)cc1	-30	x
C[C@@H]1CN([C@H](C)CO)C(=O)c2cccc(NC(=O)Nc3cccc4ccccc34)c2O[C@@H]1CN(C)S(=O)(=O)c1cn(C)cn1	-3.1	x
COc1ccc(S(=O)(=O)N(C)C[C@H]2Oc3ccc(NS(=O)(=O)c4cccs4)cc3CC(=O)N([C@H](C)CO)C[C@@H]2C)cc1	2.2	x
CCc1ccc(OCC(=O)Nc2cccc3ncccc23)cc1	0.5	2
CCCN(C)C[C@@H]1Oc2ncc(C#CC3CCCCC3)cc2C(=O)N([C@H](C)CO)C[C@H]1C	-0.1	-35
C[C@@H]1CCCCO[C@H](CN(C)Cc2ccc(C(F)(F)F)cc2)[C@@H](C)CN([C@@H](C)CO)C(=O)c2cc(NC(=O)c3ccncc3)ccc2O1	-1.6	x
O=C(Cc1cccnc1)N[C@H]1CC[C@@H](CCNS(=O)(=O)c2ccccc2Cl)O[C@H]1CO	0.3	2
O=C(CSc1nc(O)cc(=O)n1-c1ccccc1)Nc1cccc2ccccc12	-0.4	7
Cc1ccc(S(=O)(=O)Nc2ccc3c(c2)CC(=O)N([C@@H](C)CO)C[C@@H](C)[C@@H](CN(C)Cc2ccc(C(=O)Nc4ccccc4N)cc2)O3)cc1	0.2	-36
C[C@@H]1CN([C@H](C)CO)C(=O)c2cc(NS(=O)(=O)c3ccc(Cl)cc3)ccc2O[C@H]1CN(C)Cc1ccc(C(F)(F)F)cc1	2.6	x

Some of the entries above, reformatted.
C[C@@H]1CN([C@H](C)CO)C(=O)c2cccc(NC(=O)Nc3cccc4ccccc34)c2O[C@@H]1CN(C)S(=O)(=O)c1cn(C)cn1
- IDH1 mut inh: -3.1
- PRC2 inh: x
COc1ccc(S(=O)(=O)N(C)C[C@H]2Oc3ccc(NS(=O)(=O)c4cccs4)cc3CC(=O)N([C@H](C)CO)C[C@@H]2C)cc1
- IDH1 mut inh: 2.2
- PRC2 inh: x
CCc1ccc(OCC(=O)Nc2cccc3ncccc23)cc1
- IDH1 mut inh: 0.5
- PRC2 inh: 2
CCCN(C)C[C@@H]1Oc2ncc(C#CC3CCCCC3)cc2C(=O)N([C@H](C)CO)C[C@H]1C
- IDH1 mut inh: -0.1
- PRC2 inh: -35

Next part:
molecule	IDH1 mut inh	PRC2 inh
C[C@@H]1CN([C@@H](C)CO)C(=O)c2cccc(NC(=O)c3cnccn3)c2O[C@H]1CN(C)Cc1ccc(Cl)c(Cl)c1	-0.2	11
C/C=C/c1cccc(-c2nc(C(=O)NCc3cccc(OC)c3)cc3c2[C@H](CCO)N([S@@](=O)C(C)(C)C)C3)c1	-0.6	11
O=c1cc(O)cc(/C=C/c2ccc(O)c(O)c2)o1	27	87*
C[C@H](CO)N1C[C@H](C)[C@H](CN(C)C(=O)NC2CCCCC2)Oc2c(NS(=O)(=O)c3ccc(Cl)cc3)cccc2C1=O	x	-1
Cc1noc(C)c1NC(=O)Nc1ccc2c(c1)C(=O)N([C@@H](C)CO)C[C@@H](C)[C@H](CN(C)C(=O)NC1CCCCC1)OCCCC[C@H](C)O2	-0.3	x
C[C@H](CO)N1C[C@H](C)[C@@H](CN(C)S(=O)(=O)c2cccs2)OCCCC[C@H](C)Oc2ccc(NC(=O)c3ccccc3)cc2C1=O	1.3	x
COc1ccccc1S(=O)(=O)N(C)C[C@@H]1OCc2cnnn2CCCC(=O)N([C@H](C)CO)C[C@H]1C	-1.4	7
C[C@H](CO)N1C[C@H](C)[C@H](CN(C)C(=O)Nc2ccc3c(c2)OCO3)Oc2cc(C3=CCCC3)ccc2S1(=O)=O	0.3	x
Cc1noc(C)c1NC(=O)Nc1cccc2c1O[C@@H](CN(C)C)[C@@H](C)CN([C@@H](C)CO)C2=O	0.8	x
C[C@H]1CCCCO[C@@H](CN(C)C(=O)Nc2ccc(F)cc2)[C@@H](C)CN([C@@H](C)CO)C(=O)c2cc(NC(=O)c3ccncc3)ccc2O1	2.6	x
CO[C@H]1CN(C)C(=O)c2cc(NC(=O)Nc3cccc(Cl)c3)ccc2OC[C@@H](C)NC[C@H]1C	-0.1	-9
CC(=O)N(C)C[C@H]1Oc2ncc(-c3ccc(C(=O)N(C)C)cc3)cc2C(=O)N([C@H](C)CO)C[C@H]1C	-1.8	-32
CCCNC(=O)Nc1ccc2c(c1)C(=O)N(C)C[C@H](OC)[C@H](C)CN(C(=O)C1CCC1)[C@H](C)CO2	-0.2	-11
CO[C@@H]1CN(C)C(=O)c2ccc(NS(C)(=O)=O)cc2OC[C@H](C)N(CC2CC2)C[C@@H]1C	-0.1	-1
COc1ccc(S(=O)(=O)Nc2ccc3c(c2)C(=O)N([C@H](C)CO)C[C@H](C)[C@@H](CN(C)CC2CC2)OCCCC[C@@H](C)O3)cc1	0.9	x
Cc1ccc(S(=O)(=O)N(C)C[C@H]2Oc3ccc(NC(=O)NC(C)C)cc3C(=O)N([C@H](C)CO)C[C@@H]2C)cc1	-3.9	0
COc1ccc(S(=O)(=O)Nc2ccc3c(c2)C(=O)N([C@@H](C)CO)C[C@H](C)[C@H](CN(C)Cc2ccc(C(F)(F)F)cc2)OCCCC[C@H](C)O3)cc1	1.3	x
COc1ccc(-c2ccc3c(c2)O[C@H](CN(C)CC2CC2)[C@H](C)CN([C@H](C)CO)S3(=O)=O)cc1	-5.3	-13
O=C(NCc1ccco1)c1cccc(S(=O)(=O)N2CCCCCC2)c1	2.1	-2
COc1ccc(NC(=O)Nc2ccc3c(c2)C(=O)N([C@@H](C)CO)C[C@H](C)[C@@H](CN(C)C(=O)Nc2ccc(C(F)(F)F)cc2)O3)cc1	-1.2	x
C[C@H](CO)N1C[C@H](C)[C@H](CN(C)C(=O)Nc2ccc(C(F)(F)F)cc2)Oc2c(NS(=O)(=O)c3cn(C)cn3)cccc2C1=O	0.5	x
C[C@@H]1CCCCO[C@H](CN(C)C(=O)C2CCCCC2)[C@H](C)CN([C@H](C)CO)C(=O)c2cc(NC(=O)CCC(F)(F)F)ccc2O1	0.4	x
C[C@@H]1CN([C@H](C)CO)C(=O)c2cc(C3=CCCC3)cnc2O[C@@H]1CN(C)Cc1cccnc1	-1.9	10
CO[C@@H]1CN(C)C(=O)c2ccc(NC(C)=O)cc2OC[C@@H](C)N(C(=O)Cc2cccnc2)C[C@H]1C	-0.2	-6
C/C=C/c1cnc2c(c1)C(=O)N([C@H](C)CO)C[C@@H](C)[C@H](CN(C)S(=O)(=O)c1cn(C)cn1)O2	-5.8	6
C[C@@H]1CN([C@@H](C)CO)C(=O)c2cccc(NC(=O)C3CCOCC3)c2O[C@H]1CN(C)C(=O)Nc1ccc2c(c1)OCO2	2.5	-4
O=C(NCCCN1CCN(c2ccccc2[N+](=O)[O-])CC1)Nc1ccccc1F	-0.3	8
COC(=O)c1ccc(CSc2nnc(-c3ccncc3)o2)o1	0.2	-1
COC(=O)c1cc(NC(=O)C(C)N(c2ccc(C)cc2)S(C)(=O)=O)ccc1Cl (stereo not given)	-0.4	7
C[C@@H]1CN([C@@H](C)CO)C(=O)c2cc(NC(=O)Nc3ccc(F)cc3)ccc2O[C@@H]1CN(C)Cc1ccc(C(F)(F)F)cc1	4.0	-10
COc1ccc(C(=O)CSc2n[nH]c(C)n2)cc1[N+](=O)[O-]	2.5	-15
CCCC(=O)Nc1ccc2c(c1)OC[C@@H](C)N(Cc1nccs1)C[C@@H](C)[C@@H](OC)CN(C)C2=O	0.0	-9
O=C(C[C@@H]1C=C[C@H](NC(=O)c2cccc(F)c2)[C@H](CO)O1)Nc1nccs1	-0.3	-1
CC(C)CC#Cc1ccc2c(c1)O[C@@H](CN(C)Cc1cccc(F)c1)[C@H](C)CN([C@H](C)CO)S2(=O)=O	-0.1	x
COc1ccccc1S(=O)(=O)N[C@H]1CC[C@H](CC(=O)NCc2cccc(F)c2)O[C@@H]1CO	0.1	2
CN1CCN(C(=O)c2cc3c(c(-c4cccc(-c5ccc(C(=O)N(C)C)cc5)c4)n2)[C@@H](CCO)N([S@](=O)C(C)(C)C)C3)CC1	0.4	-13
C[C@H](CO)N1C[C@H](C)[C@@H](CN(C)Cc2ccc(Cl)c(Cl)c2)Oc2c(NC(=O)c3ccncc3)cccc2C1=O	1.7	4
C[C@H]1CN([C@@H](C)CO)C(=O)c2cc(C#CCN(C)C)cnc2O[C@@H]1CN(C)C(=O)CCN1CCCCC1	0.0	x
C[C@H](CO)N1C[C@H](C)[C@H](CN(C)C(=O)Nc2cccc3ccccc23)Oc2ccc(N(C)C)cc2CC1=O	-0.9	2
C/C=C/c1cnc2c(c1)C(=O)N([C@H](C)CO)C[C@H](C)[C@H](CN(C)CC1CCOCC1)O2	0.2	x
C[C@@H]1CN([C@H](C)CO)C(=O)c2cc(NC(=O)C3CCCCC3)ccc2O[C@H]1CN(C)C(=O)NC1CCCCC1	x	0
C[C@H](CO)N1C[C@H](C)[C@H](CN(C)C(=O)Nc2ccc3c(c2)OCO3)OCCCC[C@H](C)Oc2ccc(NC(=O)Nc3cccc4ccccc34)cc2C1=O	1.2	x
C[C@H]1CN([C@@H](C)CO)C(=O)Cc2cc(NC(=O)Nc3ccccc3)ccc2O[C@@H]1CN(C)S(=O)(=O)c1cn(C)cn1	-23	x
Cc1[nH]c2ccccc2c1C(=O)CSc1nc2scc(-c3ccco3)c2c(=O)n1-c1ccccc1	-0.6	-13
C[C@H]1CN([C@@H](C)CO)C(=O)c2cc(-c3cccc(F)c3)cnc2O[C@@H]1CN(C)CC1CCCC1	0.0	x
CO[C@H]1CN(C)C(=O)c2cc(C#N)ccc2OC[C@H]2O[C@@H](CC[C@H]2OC)CCN(C)C(=O)[C@@H]1C	0.1	3
C[C@H](CO)N1C[C@H](C)[C@H](CN(C)C(=O)Nc2ccccc2)Oc2ccc(NS(=O)(=O)c3ccc(Cl)cc3)cc2C1=O	x	-4
COc1ccccc1CN(C)C[C@H]1OCc2cn(nn2)CCCC(=O)N([C@@H](C)CO)C[C@H]1C	2.3	-5
CCCNC(=O)Nc1ccc2c(c1)OC[C@H](C)N(C)C[C@H](C)[C@H](OC)CN(C)C2=O	0.3	4
CCCCCc1cc(OC)c2c(c1C(=O)O)OC(C)(C)C(O)C2 (stereo not given)	0.9	x
C[C@H]1CN([C@@H](C)CO)C(=O)c2cc(NC(=O)CCCN(C)C)ccc2O[C@H]1CN(C)Cc1ccncc1	4.2	-6
C[C@H]1CN([C@@H](C)CO)C(=O)c2cc(C3=CCCCC3)cnc2O[C@H]1CN(C)Cc1ccccc1F	-0.2	x
C[C@H]1CN([C@@H](C)CO)C(=O)c2cc(-c3ccc(C#N)cc3)cnc2O[C@@H]1CN(C)CC1CCOCC1	0.3	x
O=C(C[C@H]1CC[C@@H](NC(=O)c2ccc3c(c2)OCO3)[C@@H](CO)O1)NCc1ccc(Oc2ccccc2)cc1	-0.2	3
CCCNC(=O)N(C)C[C@@H]1Oc2ncc(C#CCC3CCCC3)cc2C(=O)N([C@H](C)CO)C[C@@H]1C	-5.9	-5
CN(C)CCCc1cc(C(=O)Nc2ccc(-c3ccncc3)cc2)ccc1O	0.3	14
C[C@@H]1CN([C@H](C)CO)C(=O)c2cc(-c3cccc(F)c3)cnc2O[C@@H]1CN(C)C(=O)c1cnccn1	0.0	x
C[C@@H]1CN([C@@H](C)CO)C(=O)c2cccc(NC(=O)Nc3ccc4c(c3)OCO4)c2O[C@H]1CN(C)S(=O)(=O)c1ccccc1	1.4	x
C[C@@H]1CN([C@H](C)CO)C(=O)c2cccc(NC(=O)Nc3ccc(F)cc3)c2O[C@H]1CN(C)C	-0.2	x
O=C(C[C@@H]1C[C@H]2c3cc(NC(=O)C4CCC4)ccc3O[C@H]2[C@H](CO)O1)NCc1cc(F)ccc1F	0.5	0

The listing continues.
molecule	IDH1 mut inh	PRC2 inh
COC(=O)C[C@H]1C[C@H]2c3cc(NC(=O)CN(C)C)ccc3O[C@H]2[C@@H](CO)O1	0.4	-8
O=C(COc1ccc2ccccc2c1)Nc1cccc(NC(=O)c2ccc(Cl)cc2Cl)c1	0.1	4
O=C1O[C@H](c2ccccc2)[C@H](c2ccccc2)N2[C@H]1[C@@H](C(=O)N1CCN(c3ncccn3)CC1)[C@]1(C(=O)Nc3ccc(C#CC4(O)CCCCCC4)cc31)[C@H]2c1ccc(OCCO)cc1	-0.7	-16
COC(=O)c1c(NC(=S)Nc2cc3oc4ccccc4c3cc2OC)sc2c1CCCC2	-0.4	-2
CS(=O)(=O)N(CC(=O)Nc1ccccc1-c1ccccc1)c1ccccc1Cl	0.2	-21
COc1ccc(-c2cn(CC[C@@H]3CC[C@H](NC(=O)c4cnccn4)[C@@H](CO)O3)nn2)cc1	-0.2	13
C[C@H](CO)N1C[C@H](C)[C@H](CN(C)Cc2ccc3c(c2)OCO3)Oc2ccc(NC(=O)CCN3CCOCC3)cc2C1=O	3.0	6
